High-throughput results as filed in PubChem.
PLC-gamma1 inh: PLC-gamma1 enzyme inhibitors, primary screen, biochemical, fluorescence, purified enzyme; 1-phosphatidylinositol 4,5-bisphosphate phosphodiesterase gamma-1 (Homo sapiens), P19174; fluorogenic substrate; inhibition, % at 12.2 µM; actives 0.84% (n = 370,000); in the data active = inhibition above about 9.5%
PLC-beta3 inh: human PLC-beta3 inhibitors, primary screen, biochemical, fluorescence; inhibition, % at 12.2 µM; AID 720704, 2013; 1-phosphatidylinositol 4,5-bisphosphate phosphodiesterase beta-3 (Homo sapiens), Q01970; actives 0.18% (n = 370,000); Purified PLC-beta3, fluorogenic substrate; in the data active = inhibition above about 11%;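 also: 0% = median of compound wells on plate and 100% = full blocker control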
UHRF1 binding: UHRF1 methylated DNA binding inhibitors, primary screen, counter-screen for MBD2 inhibitor project, biochemical, TR-FRET, human UHRF1, single concentration. actives 0.75% (n = 370,000). AID 687016, 2013. UHRF1 binding to methylated oligo. inhibition, % at 4.4 µM. E3 ubiquitin-protein ligase UHRF1 (Homo sapiens), Q96T88; in the data active = inhibition above about 21%;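 also: UHRF1 SRA domain binding a hemimethylated CpG hairpin DNA probe; 0% = median of test compound wells and 100% = reference inhibitor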
ARFGAP1 inhibitor: inhibitors of rat ARFGAP1 GAP activity, primary screen, biochemical, fluorescence polarization, GDP tracer | Arfgap1-stimulated ARF1 GTP hydrolysis, GDP FP detection | inhibition, % at 16.5 µM | actives 0.26% (n = 360,000);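 active = inhibition above a per-plate limit, mean inhibition of low control wells plus 3 SD, cut at about 25% in these data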;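 also: 0% = DMSO wells with enzyme and 100% = wells lacking Arfgap1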
Target sequence (Q62848 1-136 limits assumed): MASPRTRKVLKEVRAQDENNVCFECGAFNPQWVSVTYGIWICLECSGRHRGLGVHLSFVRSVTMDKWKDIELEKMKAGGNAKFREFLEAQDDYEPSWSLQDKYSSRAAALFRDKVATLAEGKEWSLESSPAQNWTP
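Assay system: purified rat His6-Arfgap1 residues 1-136 (GAP domain); Reagent: human Δ17 ARF1 bound to GTP; Dosing: 16.5 µM single point, 1.26% DMSO; Times: GTP hydrolysis reaction 2 h at 25 °C; Signal: FP, GDP Alexa 633 tracer displaced from anti-GDP antibody, 620/688 nm; Measure: % inhibition from polarization.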
DDE Tn6 FP inh: inhibitors of Tn6 peptide binding to fibrin DD(E), primary screen, biochemical, fluorescence polarization, human fibrin, Tn6 probe. AID 720509, 2013. Fibrin DD(E) TRITC-Tn6 fluorescence polarization displacement. actives 0.21% (n = 370,000). Fibrinogen beta chain (Homo sapiens), P02675. inhibition, % at 8.3 µM;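 active = inhibition above a per-campaign cutoff: mean of compounds within control limits plus 3 SD, cut at about 15% in these data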;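 also: 0% = median of all compound wells on the plate and 100% = blocking peptide control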
Rev-erbA mod: modulators of Rev-erb alpha DNA binding, primary screen, biochemical, FITC-DNA, fluorescence polarization, uHTS; Rev-erbα–FITC-DNA binding, 90 min; activity, % at 10 µM; actives 0.79% (n = 370,000);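 active = activity above about 14%, limit read from the data; passing the limit was not always enough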;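 also: 0% = DMSO wells with 35 nM protein and 100% = DMSO wells with 750 nM protein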
sPLA2-III inh: human group III sPLA2 inhibitors, primary screen, biochemical, QFRET, BODIPY PC-A2 liposome substrate; Group 3 secretory phospholipase A2 (Homo sapiens), Q9NZ20; QFRET BODIPY PC-A2 liposome hydrolysis, fluorescence; inhibition, % at 12.2 µM; actives 0.56% (n = 370,000);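 active = inhibition above mean plus 3 SD of compounds lying within the high and low control bounds, cut at about 19% in these data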;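 also: 0% = median of test compound wells and 100% = no enzyme DMSO wells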
Target sequence (Q9NZ20 whole entry, looked up): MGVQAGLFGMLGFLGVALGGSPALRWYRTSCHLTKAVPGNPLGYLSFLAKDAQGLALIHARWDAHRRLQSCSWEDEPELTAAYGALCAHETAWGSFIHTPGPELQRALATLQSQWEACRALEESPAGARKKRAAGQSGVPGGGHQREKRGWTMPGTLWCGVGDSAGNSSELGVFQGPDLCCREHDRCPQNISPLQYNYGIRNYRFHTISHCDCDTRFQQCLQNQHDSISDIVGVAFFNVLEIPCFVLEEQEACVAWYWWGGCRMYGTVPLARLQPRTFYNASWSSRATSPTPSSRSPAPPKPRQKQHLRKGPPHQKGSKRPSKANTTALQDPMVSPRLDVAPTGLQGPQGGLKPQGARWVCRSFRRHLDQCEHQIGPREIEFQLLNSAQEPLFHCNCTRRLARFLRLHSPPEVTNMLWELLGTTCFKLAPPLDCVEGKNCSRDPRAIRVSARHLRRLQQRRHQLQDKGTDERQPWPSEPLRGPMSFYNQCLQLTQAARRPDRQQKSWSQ
KLK7 zymogen act: proKLK7 zymogen activators, primary screen, biochemical, fluorescence intensity; Kallikrein-7 (Homo sapiens), P49862; purified proKLK7, EDANS-DABCYL substrate fluorescence; 100% is mature enzyme control, 0% vehicle; activation, % at 7 µM; actives 0.9% (n = 370,000); AID 652039, 2013;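 active = activation above the mean of all tested compounds plus 3 SD, computed per campaign excluding outliers beyond control limits, cut at about 13% in these data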
ASAP1 inh: inhibitors of human ASAP1 ArfGAP activity, primary screen, biochemical, fluorescence polarization. Arf-GAP with SH3 domain, ANK repeat and PH domain-containing protein 1 (Homo sapiens), …. ASAP1-stimulated ARF1 GTP hydrolysis, GDP FP detection. inhibition, % at 16.5 µM. actives 0.19% (n = 360,000); in the data active = inhibition above about 25%;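 also: 0% = vehicle with enzyme and substrate and 100% = no enzyme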
Target sequence (Q9ULH1 325-724 limits assumed): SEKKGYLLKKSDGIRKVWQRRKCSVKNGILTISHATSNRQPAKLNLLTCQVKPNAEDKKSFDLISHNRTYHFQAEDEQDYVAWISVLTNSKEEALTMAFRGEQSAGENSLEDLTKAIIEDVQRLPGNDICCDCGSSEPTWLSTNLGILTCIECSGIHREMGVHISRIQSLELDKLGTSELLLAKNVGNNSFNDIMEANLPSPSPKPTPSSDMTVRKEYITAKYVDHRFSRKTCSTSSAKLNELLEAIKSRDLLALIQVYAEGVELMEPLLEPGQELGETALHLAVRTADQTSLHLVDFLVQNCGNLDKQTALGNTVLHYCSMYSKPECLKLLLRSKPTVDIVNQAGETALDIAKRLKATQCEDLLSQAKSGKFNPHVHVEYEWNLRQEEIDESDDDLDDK
Tn7 DDE FP: inhibitors of Tn7 peptide binding to fibrin DD(E), primary screen, biochemical, fluorescence polarization, human fibrin, Tn7 probe. inhibition, % at 8.3 µM. actives 0.13% (n = 370,000). FP displacement of FITC-Tn7 peptide from fibrin DD(E); 0% = median of compound wells per plate;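 active = inhibition above the mean of compounds falling within the control limits plus 3 SD of them, cut at about 14% in these data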;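 also: 0% = plate median of compound wells and 100% = 10 µM Aha-Tn7 peptide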
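Assay system: human fibrin DD(E) protein / Input: 2 µM fibrin DD(E) / Benchmarks: high control of 10 µM Aha-Tn7 peptide / Measured by: fluorescence polarization of the labelled Tn7 tracer / Medium: Tris buffer with calcium and detergent, pH 7.8 / Timing: 10 min compound pre-incubation, 3 h probe incubation at room temperature / Repeats: one replicate per compound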
An asterisk follows results filed as active; i = inactive.

entry	compound	PLC-gamma1 inh	PLC-beta3 inh	UHRF1 binding	ARFGAP1 inhibitor	DDE Tn6 FP inh
1	CCOc1ccc(S(=O)(=O)NCCC(=O)NCC(c2ccc(OC)cc2)N2CCCC2)cc1 (stereo not drawn)	-8	-13	-2	-3	14
2	Cc1noc(C)c1COc1cccc(C(=O)N(C)Cc2nc3ccccc3c(=O)[nH]2)c1	-3	-4	-1	-14	-3
3	Cc1cc(C)c(OCCN2C(=O)NC(C)(C)C2=O)c(Cl)c1	-1	-1	-1	6	-3
4	COc1ccc(OC)c(CN2CCN(C(=O)c3cccc(S(=O)(=O)N(C)c4ccccc4)c3)CC2)c1	0	2	1	8	-1
5	O=C(c1cc(COc2ccc(F)c(F)c2)on1)N1CCSCC1	6	-10	2	0	-3
6	COCCS(=O)(=O)N(Cc1ccccc1)[C@H](C(=O)OC)C(C)C	1	-1	2	-3	2
7	O=C(NCc1ccco1)C1CCN(c2ccc(N3CCOCC3)nn2)CC1	-334	-421	-2	-6	5
8	CC(=O)c1cc2c(cc1C)CCCC2(C)C	-1	-4	-1	4	-6
9	Cc1ccc(N=Cc2c(O)n(-c3ccc4c(c3)OCO4)c(=O)c3ccccc23)cc1	-6	-10	3	0	-8
10	COC(=O)[C@]12C[C@H](CC(=O)N3CCSCC3)C(=O)N(Cc3ccccc3)C1=C[C@H](C1CCCC1)O[C@@H]2C	0	3	2	6	11
11	O=C(CCC(=O)Nc1nnc(C2CCCCC2)s1)NCc1ccc(F)cc1	-1	-2	-2	3	4
12	OC(Cc1ccncc1)(c1ccccc1)c1ccccc1	5	3	3	0	-4
13	O=c1[nH]ncn1-c1ccccc1C(F)(F)F	1	0	4	1	6
14	O=C(CCC1CCCCC1)NCCN1CCOCC1	-2	-5	4	7	-1
15	Cn1c(CN2CCOCC2)nnc1SCc1ccccc1	1	4	-3	4	1

entry	Rev-erbA mod	sPLA2-III inh	KLK7 zymogen act	ASAP1 inh	Tn7 DDE FP
1	-4	-4	-0.6	-12	5
2	10	-4	0.5	-5	2
3	3	-2	0.2	4	3
4	-5	-14	-0.4	4	1
5	-7	5	0.1	14	-2
6	3	13	-0.6	1	0
7	-11	1	8.6	2	3
8	4	3	0.2	-14	4
9	-4	5	-5.9	-1	-1
10	-1	14	-0.1	0	8
11	1	4	-0.4	2	5
12	3	-3	0.1	-5	1
13	-2	6	0.1	-1	2
14	-2	0	0.0	-1	-7
15	-9	-4	0.5	-22	-2

Further entries follow:
entry	compound	PLC-gamma1 inh	PLC-beta3 inh	UHRF1 binding	ARFGAP1 inhibitor	DDE Tn6 FP inh
16	O=C1NC(=Nc2ccccc2)S/C1=C\c1cccnc1	7	-2	6	13	-7
17	Cc1[nH]c(C)c(S(=O)(=O)Nc2cccc(Cl)c2C)c1C(=O)N1CCCC1	3	-6	-3	1	-6
18	COc1cc(C(=O)NC(=S)N(CCc2ccccc2)CCc2ccccc2)cc(OC)c1OC	2	3	-6	-4	1
19	CCOc1ccc(C(C)C)cc1S(=O)(=O)n1ccnc1C	-2	-2	-2	1	-7
20	COc1ccc([N+](=O)[O-])cc1NC(=O)CC1SC(=Nc2cccc(C)c2C)N(/N=C(\C)c2ccc(C)cc2)C1=O (stereo not drawn)	2	-2	-2	-8	-4
21	CN1CCN(c2nc(-c3cccs3)cs2)CC1	-2	-3	0	0	-12
22	COc1ccc(C2C(=O)N(C3CCCCC3)CC(=O)N2CCc2ccccc2)cc1OC (stereo not drawn)	5	3	-2	0	-1
23	Cc1ccccc1-n1c(SCc2c(C)noc2C)nnc1-c1c[nH]c2ccccc12	0	-3	1	9	4
24	CN(C)C(CNC(=O)C1CC(=O)N(c2cccc(C(F)(F)F)c2)C1)c1ccccc1 (stereo not drawn)	0	5	0	5	8
25	Cc1cc(NC(=O)C(=O)c2cn(C)c3ccccc23)no1	-2	-7	1	5	-1
26	COC(=O)c1ccc(NC(=S)N2CCC(C(N)=O)CC2)cc1	-4	0	1	1	4
27	COc1ccc(C2NC(=O)c3ccccc3N2)c(OC)c1OC (stereo not drawn)	i	i	6	8	-7
28	Cc1noc(C)c1S(=O)(=O)N1CCC(C(=O)NC2CCN(Cc3ccccc3)CC2)CC1	9	7	5	-8	2
29	O=C(NC(=S)Nc1ccc(NC(=O)c2ccccc2)cc1)c1ccc(F)cc1	1	-2	-1	-6	3
30	Cc1ccc(NC(=O)NC(=O)CN2CCC(C(N)=O)CC2)c(C)c1	2	2	1	-5	1

entry	Rev-erbA mod	sPLA2-III inh	KLK7 zymogen act	ASAP1 inh	Tn7 DDE FP
16	0	-1	0.2	-6	-8
17	1	0	0.0	-2	-6
18	4	16	0.4	10	-2
19	-1	-4	0.5	6	-2
20	3	-3	-0.5	-8	-5
21	-5	-1	-0.2	9	-8
22	-3	7	-0.3	2	-3
23	-4	-15	-0.9	-4	-4
24	-2	1	0.0	4	0
25	1	1	0.1	7	-4
26	4	13	-0.6	6	8
27	-2	13	33*	4	-2
28	-3	-1	-0.6	16	-2
29	6	11	0.5	-13	6
30	2	6	0.1	-14	-1

Following part
entry	compound	PLC-gamma1 inh	PLC-beta3 inh	UHRF1 binding	ARFGAP1 inhibitor	DDE Tn6 FP inh
31	CC12CC(NC(=O)N1Cc1ccccc1)c1ccccc1O2 (stereo not drawn)	1	2	1	8	1
32	COc1ccc(S(=O)(=O)NCC(c2cccnc2)N2CCN(c3ccccc3)CC2)cc1C (stereo not drawn)	-2	0	-1	-5	-1
33	COc1cc(/C=N\NC(=O)c2ccccc2F)ccc1Oc1ccc([N+](=O)[O-])cn1	9.6*	0	2	4	1
34	CC1CN(C(=O)c2cc(-c3ccncc3)nc3ccccc23)CC(C)O1 (stereo not drawn)	1	-5	14	5	4
35	CC(C)N1CCc2c(sc(NC(=O)CCc3ccccc3)c2C(N)=O)C1	-37	-55	1	-1	-3
36	Cc1ccc(CN2CCC[C@]3(N[C@H](c4ccc(C)cc4)[C@@H]4C(=O)N(C)C(=O)[C@@H]43)C2=O)cc1	3	-1	1	-4	-3
37	Fc1ccc(C2=Nn3c(Cc4ccccc4)nnc3SC2)cc1	0	-4	3	-10	6
38	N#Cc1ccccc1Cn1cc(C#N)c2ccccc21	-4	-4	-4	0	3
39	CCCc1c(C(=O)N/N=C/c2ccc(OCc3ccc(F)cc3)cc2)nnn1-c1nonc1N	0	1	-3	-4	10
40	COc1ccc(OCC(=O)Nc2c3c(nn2C(C)(C)C)CS(=O)(=O)C3)cc1	3	-4	-2	11	5
41	CC(=O)NC(Cc1ccc(F)cc1)C(=O)O (stereo not drawn)	5	4	-2	3	0
42	O=C(O)C(=O)/C(=C\c1ccsc1)c1ccc2ccccc2n1	-29	-46	0	-5	3
43	CCCc1nc2sc(C(=O)OCC)c(N)c2c2c1COC(C)(C)C2	-109	-136	0	12	-3
44	S=C1NCN(Cc2ccccc2)CN1	2	-7	2	-1	-1
45	Cc1[nH]c2ccccc2c1C(=O)/C=C\c1ccccc1Cl	1	2	2	8	-4

entry	Rev-erbA mod	sPLA2-III inh	KLK7 zymogen act	ASAP1 inh	Tn7 DDE FP
31	-3	-5	-0.3	-3	2
32	-4	-23	0.2	4	4
33	-3	0	0.0	2	-6
34	3	9	0.0	0	-2
35	-3	-4	-0.4	-7	-5
36	1	8	-0.6	1	-5
37	-5	0	0.4	-14	0
38	3	0	-0.3	0	1
39	-11	-2	-0.1	2	0
40	5	2	0.2	-22	1
41	-4	0	-0.2	1	0
42	4	-57	-58	-3	8
43	48*	2	-7.2	5	-2
44	3	7	-0.1	6	5
45	1	-14	0.0	5	-2

Part of the list above, set out differently.
Each structure is followed by: PLC-gamma1 inh | PLC-beta3 inh | UHRF1 binding | ARFGAP1 inhibitor | DDE Tn6 FP inh | Rev-erbA mod | sPLA2-III inh | KLK7 zymogen act | ASAP1 inh | Tn7 DDE FP
41	CC(=O)NC(Cc1ccc(F)cc1)C(=O)O (stereo not drawn)
 : 5 | 4 | -2 | 3 | 0 | -4 | 0 | -0.2 | 1 | 0
32	COc1ccc(S(=O)(=O)NCC(c2cccnc2)N2CCN(c3ccccc3)CC2)cc1C (stereo not drawn)
 : -2 | 0 | -1 | -5 | -1 | -4 | -23 | 0.2 | 4 | 4
40	COc1ccc(OCC(=O)Nc2c3c(nn2C(C)(C)C)CS(=O)(=O)C3)cc1
 : 3 | -4 | -2 | 11 | 5 | 5 | 2 | 0.2 | -22 | 1
36	Cc1ccc(CN2CCC[C@]3(N[C@H](c4ccc(C)cc4)[C@@H]4C(=O)N(C)C(=O)[C@@H]43)C2=O)cc1
 : 3 | -1 | 1 | -4 | -3 | 1 | 8 | -0.6 | 1 | -5

Ordered by value in DDE Tn6 FP inh (highest first): some entries from above
item	Molecule	PLC-gamma1 inh	PLC-beta3 inh	ARFGAP1 inhibitor	DDE Tn6 FP inh	Rev-erbA mod	sPLA2-III inh	KLK7 zymogen act	ASAP1 inh	Tn7 DDE FP
34	CC1CN(C(=O)c2cc(-c3ccncc3)nc3ccccc23)CC(C)O1 (stereo not drawn)	1	-5	5	4	3	9	0.0	0	-2
35	CC(C)N1CCc2c(sc(NC(=O)CCc3ccccc3)c2C(N)=O)C1	-37	-55	-1	-3	-3	-4	-0.4	-7	-5
45	Cc1[nH]c2ccccc2c1C(=O)/C=C\c1ccccc1Cl	1	2	8	-4	1	-14	0.0	5	-2

More compounds:
entry	compound	PLC-gamma1 inh	PLC-beta3 inh	UHRF1 binding	ARFGAP1 inhibitor	DDE Tn6 FP inh
46	O=C(OCC(=O)c1ccc[nH]1)c1ccc(Cl)nc1	1	-6	2	-4	-1
47	CC(C)(C)Cn1c(=O)[nH]c(=O)c2cc([N+](=O)[O-])cnc21	-2	-5	-2	-10	4
48	Nc1ccn([C@@H]2O[C@H](C(=O)N[C@H](Cc3ccccc3)C(=O)N3CCN(C(=O)N4CCCCC4)CC3)[C@@H](O)[C@H]2O)c(=O)n1	-2	-2	1	5	-15
49	CC(=O)Nc1ccc(OCCOc2ccc(/C=C3\C(=N)N4N=C(C(C)C)SC4=NC3=O)cc2)cc1	-10	-18	1	15	5

entry	Rev-erbA mod	sPLA2-III inh	KLK7 zymogen act	ASAP1 inh	Tn7 DDE FP
46	-20	-7	0.3	-15	1
47	2	-11	0.2	5	-7
48	-2	-3	0.8	-5	-3
49	-5	-24	1.5	1	3

Random draw from the library; overall some 4.5% were active at least once.
